CF NFkB block: inhibitors of cystic fibrosis induced NF-kB; inhibition, % at 5 µM; KKLEB NF-kB-GFP reporter, PAF-induced, GFP fluorescence overnight; 360,000 tested, 0.86% active;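 active = at least 50% inhibition at 5 µM, scaled per plate between neutral and stimulator controls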;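 also: PAF is a Pseudomonas aeruginosa culture filtrate used as stimulus; plate controls were PAF-stimulated DMSO wells for no effect and unstimulated DMSO wells for full effect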
KKLEB tox: reduces viability of KKLEB cystic fibrosis airway cells; KKLEB CF airway cells viability, ATPlite luminescence, overnight; stronger effect = lower value; cells stimulated with P. aeruginosa culture filtrate; activity change (cytotoxicity), % at 5 µM; 360,000 tested, 0.36% active; AID 602141;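 active = corrected activity change at or below -50% at 5 µM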
LMP1 NFkB inh: Epstein-Barr LMP1 NF-kappaB reporter inhibition. LMP1-induced NF-kappaB luciferase reporter cells, luminescence. inhibition, % at 12.5 µM. 350,000 tested, 0.69% active. AID 504558; in the data active = inhibition above about 41%;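 also: 0% = neutral control wells and 100% = reference inhibitor control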
NCOA1 inh: human NCOA1 inhibition | Q15788 | HEK293 GAL4-SRC1 luciferase reporter, luminescence | inhibition, % at 3.6 µM | 360,000 tested, 0.12% active | AID 588354;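 active = inhibition above the campaign mean plus 3 SD, with each screening campaign given its own cutoff, cut at about 60% in these data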;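 also: 0% = DMSO treated cells and 100% = gossypol at 36 µM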
Target sequence (Q15788 whole entry, looked up, the tested form may be a part): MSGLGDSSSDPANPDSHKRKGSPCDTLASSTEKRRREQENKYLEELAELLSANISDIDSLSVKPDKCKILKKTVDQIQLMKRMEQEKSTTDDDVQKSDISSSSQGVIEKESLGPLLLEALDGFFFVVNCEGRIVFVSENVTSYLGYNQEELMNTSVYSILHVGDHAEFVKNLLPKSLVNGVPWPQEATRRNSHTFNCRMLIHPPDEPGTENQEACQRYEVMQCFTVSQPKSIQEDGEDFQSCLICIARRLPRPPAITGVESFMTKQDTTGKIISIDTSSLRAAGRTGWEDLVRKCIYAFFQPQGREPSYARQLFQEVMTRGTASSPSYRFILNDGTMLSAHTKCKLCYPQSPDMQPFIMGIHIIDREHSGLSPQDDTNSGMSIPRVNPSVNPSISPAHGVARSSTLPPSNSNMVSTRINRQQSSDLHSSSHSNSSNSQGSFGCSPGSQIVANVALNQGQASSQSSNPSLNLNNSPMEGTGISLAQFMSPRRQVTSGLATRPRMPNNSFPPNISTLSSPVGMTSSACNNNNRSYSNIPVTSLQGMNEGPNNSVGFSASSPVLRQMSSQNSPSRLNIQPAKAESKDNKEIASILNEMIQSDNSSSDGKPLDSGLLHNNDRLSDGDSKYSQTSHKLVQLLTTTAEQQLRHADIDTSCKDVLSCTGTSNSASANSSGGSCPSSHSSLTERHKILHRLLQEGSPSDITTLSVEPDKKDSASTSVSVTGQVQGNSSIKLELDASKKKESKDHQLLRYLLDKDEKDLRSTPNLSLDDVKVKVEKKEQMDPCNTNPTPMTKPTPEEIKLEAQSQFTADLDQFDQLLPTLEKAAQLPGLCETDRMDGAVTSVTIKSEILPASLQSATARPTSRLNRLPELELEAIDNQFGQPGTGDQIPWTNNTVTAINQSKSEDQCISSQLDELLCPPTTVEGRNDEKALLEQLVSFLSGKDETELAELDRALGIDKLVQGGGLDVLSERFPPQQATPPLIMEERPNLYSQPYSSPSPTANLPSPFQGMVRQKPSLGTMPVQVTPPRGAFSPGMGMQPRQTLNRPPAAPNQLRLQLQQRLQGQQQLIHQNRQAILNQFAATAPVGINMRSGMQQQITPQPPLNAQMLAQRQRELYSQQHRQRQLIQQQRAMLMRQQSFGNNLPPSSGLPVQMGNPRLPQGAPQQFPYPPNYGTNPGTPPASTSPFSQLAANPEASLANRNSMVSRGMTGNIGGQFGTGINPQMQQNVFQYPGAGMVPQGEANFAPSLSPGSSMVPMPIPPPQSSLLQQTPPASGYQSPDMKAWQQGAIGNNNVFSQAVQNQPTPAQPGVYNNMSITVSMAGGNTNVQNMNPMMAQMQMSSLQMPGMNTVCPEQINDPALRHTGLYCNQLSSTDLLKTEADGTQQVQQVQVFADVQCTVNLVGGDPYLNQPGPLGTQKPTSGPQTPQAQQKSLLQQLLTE
NCOA3 inh: inhibits human SRC3 coactivator | Q9Y6Q9 | HEK293 GAL4-SRC3 luciferase reporter, luminescence | inhibition, % at 3.6 µM | 360,000 tested, 0.17% active | AID 588352;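 active = inhibition above a per-campaign cutoff, the mean of all compounds plus 3 SD, cut at about 60% in these data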;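 also: 0% = DMSO-treated cells and 100% = gossypol-treated cells at 36 µM; higher means less SRC3-driven luciferase light from the GAL4 reporter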
NR5A2 inv ag: suppresses constitutive activity of human LRH-1. 360,000 tested, 0.13% active. HEK293T StAR-luciferase reporter, LRH-1 transfected, 24 h. inhibition, % at 3.6 µM. AID 602396. O00482;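 active = inhibition above the mean inhibition of all tested compounds plus 3 SD, cut at about 73% in these data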;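 also: 0% = DMSO wells and 100% = reporter-only cells lacking LRH-1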
Shn3 inh set2: inhibitors of Schnurri-3 3'UTR reporter in osteoblasts | 360,000 tested, 0.52% active | Clone20 osteoblast Shn3 3'UTR firefly luciferase, 24 h | inhibition, % at 12.5 µM;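 active = mean inhibition of at least 75% with every replicate also reaching 75%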;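 also: 0% = median of neutral control wells and 100% = pilot-screen positive control compound; some compounds past the cut are filed as inactive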
TROY NFkB inh: blocks TROY-dependent signaling in reporter cells. Q293 LMP1-TROYcd NF-kB luciferase reporter, 4 h. inhibition, % at 10 µM. 360,000 tested, 0.98% active. AID 1347056;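 active = compounds whose plate-normalised and pattern-corrected inhibition of the luciferase reporter signal at the single screening dose is 50% or more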
TRAIL sens C8: sensitizes caspase-8 expressing cells to TRAIL; NB7+C8 cells + TRAIL, ATPlite viability luminescence; inhibition (viability loss, TRAIL sensitization), % at 10 µM; 360,000 tested, 1% active; AID 624354;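 active = compounds causing at least 50% loss of cell viability in the single-dose screen, relative to plate controls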
TWEAK Fn14 block: TWEAK-Fn14 signaling inhibition; 360,000 tested, 2% active; TWEAK-stimulated Fn14 reporter cells, luciferase luminescence, 8 h; AID 1159606; inhibition, % at 10 µM; in the data active = inhibition above about 50%
COUP-TFII inh: inhibitors of human COUP-TFII (NR2F2); HEK293T NGFI-A luciferase reporter, luminescence; inhibition, % at 8.6 µM; 370,000 tested, 0.7% active;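 active = inhibition above a per-plate cutoff, mean inhibition of test wells between control levels plus 3 SD, cut at about 38% in these data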;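 also: cells cotransfected with COUP-TFII expression vector driving the NGFI-A reporter; 0% = median of COUP-TF2 test wells and 100% = reporter-only cells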
Starred values were filed as active, the others as inactive; x = no result given. Some of the compounds tested. The share of hits here may be higher or lower than overall.

SMILES	CF NFkB block	KKLEB tox	LMP1 NFkB inh	NCOA1 inh	NCOA3 inh	NR5A2 inv ag	Shn3 inh set2	TROY NFkB inh	TRAIL sens C8	TWEAK Fn14 block	COUP-TFII inh
COc1cc([N+](=O)[O-])ccc1NC(=O)C1CCCN(S(C)(=O)=O)C1 (stereo unspecified)	2	5	-9	5	4	33	-3	-17	0	-5	18
COc1cccc(CNc2nc3nc(C)c(Cl)c(C)n3n2)c1	-10	-1	-8	-72	-83	-65	-34	-53	3	-18	-37
Cc1ccc(S(=O)(=O)n2nccc2-c2c(-c3ccccc3)noc2C)cc1	-4	-9	x	-21	19	6	32	1	3	14	28
Cc1ccccc1C(=O)Nc1ccc(N2CCN(C)CC2)nc1	-28	5	0	-19	-7	-40	-6	-3	-1	-6	7
O=C(Nc1ccccn1)C(NS(=O)(=O)c1cccc2nsnc12)c1ccccc1 (stereo unspecified)	6	6	-21	5	1	-1	19	0	-14	0	6
Cc1cc(C)c(NC(=O)NC(=O)c2ccc(F)cc2)c(C)n1	-2	4	-4	-7	-5	-12	-5	-1	-5	-4	-9
Cc1nn(C2CCS(=O)(=O)C2)c(C)c1CN(C)C(=O)c1ccc(S(=O)(=O)N(C)C)cc1 (stereo unspecified)	1	-2	0	-10	-8	-6	2	-7	-3	3	-18
CCO[C@@H]1OC(C(=O)O)=C[C@H](C2CC2)[C@H]1CCCO	-32	-3	-2	-2	13	11	2	1	2	-1	2
OC12CC3C[C@H](C1)C(N1CCOCC1)[C@@H](C3)C2 (stereo partly specified)	-2	-1	-6	-4	-14	-1	1	-6	6	3	-9
CSc1ccc(S(=O)(=O)N2CCN(Cc3ccc4c(c3)OCO4)CC2)cc1	-8	-1	-2	-15	-14	1	-6	8	-14	-11	3
Cc1c(C(=O)NCc2ccc([N+](=O)[O-])cc2)sc(=O)n1Cc1ccc2c(c1)OCO2	-5	2	x	-8	3	12	18	14	4	-18	10
CNc1cncc(-c2cccc(C(C)=O)c2)n1	27	5	x	13	19	-8	16	-2	-3	32	1
COc1cc(Br)cc(/C=N/c2ncn[nH]2)c1O	21	13	-4	-8	-27	7	0	9	-3	24	x
C=CCSc1nc(Oc2ccccc2)c2sccc2n1	36	-26	-1	7	-1	7	18	-2	-1	12	5
c1ccc(OCc2nc(-c3cccs3)no2)cc1	-7	2	-35	-174	-58	-57	-128	-42	5	-52	-36

Reformatted: entries from further up.
| molecule | CF NFkB block | KKLEB tox | LMP1 NFkB inh | NCOA1 inh | NCOA3 inh | NR5A2 inv ag | Shn3 inh set2 | TROY NFkB inh | TRAIL sens C8 | TWEAK Fn14 block | COUP-TFII inh |
| --- | --- | --- | --- | --- | --- | --- | --- | --- | --- | --- | --- |
| C=CCSc1nc(Oc2ccccc2)c2sccc2n1 | 36 | -26 | -1 | 7 | -1 | 7 | 18 | -2 | -1 | 12 | 5 |
| COc1cc([N+](=O)[O-])ccc1NC(=O)C1CCCN(S(C)(=O)=O)C1 (stereo unspecified) | 2 | 5 | -9 | 5 | 4 | 33 | -3 | -17 | 0 | -5 | 18 |
| Cc1cc(C)c(NC(=O)NC(=O)c2ccc(F)cc2)c(C)n1 | -2 | 4 | -4 | -7 | -5 | -12 | -5 | -1 | -5 | -4 | -9 |

Other structures
SMILES	CF NFkB block	KKLEB tox	LMP1 NFkB inh	NCOA1 inh	NCOA3 inh	NR5A2 inv ag	Shn3 inh set2	TROY NFkB inh	TRAIL sens C8	TWEAK Fn14 block	COUP-TFII inh
C=CCN(CC=C)CC(=O)Nn1c(C)ccc1C	9	-9	-5	13	0	5	-5	2	-1	10	11
CCOC(=O)C(CC1=CS(=O)(=O)c2ccc(Cl)cc21)(NC(C)=O)C(=O)OCC	15	-13	-11	6	-19	-4	5	-18	-3	22	20
Cn1c(SCC(=O)C(C)(C)C)nnc1-c1ccc(F)cc1	12	9	-8	-9	-12	-4	-20	9	-1	2	-24
NC(=O)c1csc(-c2ccc(CO)o2)n1	19	-9	x	-7	2	14	-21	-2	7	4	1
O=C1OC(c2cccs2)=N/C1=C/c1ccc(-c2cccc(C(=O)O)c2)o1	14	6	5	-14	-7	-18	-7	3	-21	-1	-9
Cc1cc(C(=O)N/N=C/c2c(C)nn(-c3ccccc3)c2Cl)n[nH]1	0	3	x	-4	-2	-24	-2	-11	32	-19	-44
CC(C)S(=O)(=O)N1CCCC(c2cc(C(=O)NCc3cccnc3)no2)C1 (stereo unspecified)	18	-12	x	-13	12	0	-15	1	-3	-29	-8
O=C(CN1C(=O)c2ccc([N+](=O)[O-])cc2C1=O)NCc1ccco1	3	-2	-3	5	1	-2	-14	-10	-6	-13	-15
CCOC(=O)Nc1ccc(NS(=O)(=O)c2ccc(C)cc2)cc1	-8	0	3	16	18	13	0	20	8	4	0
O=S(=O)(Nc1ccc(Cl)cc1)c1ccc(N2CCOCC2)c(NC(=S)NC2CC2)c1	3	5	-2	-12	-14	10	-1	13	-4	1	-8
NS(=O)(=O)c1ccc(CCNS(=O)(=O)c2cccs2)cc1	13	-11	1	11	11	-2	-22	-12	-7	3	17
CCc1nc(SCC(=O)N2CC(=O)Nc3ccccc32)c2c(C)c(C)sc2n1	0	1	3	-13	5	5	42	31	15	32	-3
CCOc1ccccc1NC(=O)C(Sc1nnc2ccccn12)c1ccccc1 (stereo unspecified)	1	-2	-2	-39	1	3	22	-4	-6	1	17
C=CCNc1oc(C2CCCC2)nc1C#N	10	1	18	-1	-4	20	51	3	-5	-13	7
COc1ccc(N2Nc3n[nH]c(N)c3N2)cc1	12	2	-3	-48	-47	-55	-41	4	-3	4	-4
CCC1(c2ccccc2)NC(=O)N(CC(=O)Nc2ccc(S(=O)(=O)N3CC(C)CC(C)C3)cc2)C1=O (stereo unspecified)	4	3	-5	5	-6	-6	3	27	2	18	1
CCCN(CC(=O)Nc1ccc(F)c(F)c1F)C(=O)c1ccc(=O)n(Cc2ccccc2)n1	27	-10	-1	16	3	11	-4	6	-7	0	-2
Cc1ccc2nc(CSc3nc(C)cc(C)c3C#N)[nH]c2c1	-22	-14	-75	-109	-109	-105	-20	59*	9	38	-24
CCCCOc1cccc(-c2nnc(N)s2)c1	-17	4	-8	-31	-8	-16	0	x	-5	-6	-12
COc1cc(C(C2C(=O)CC(C)(C)CC2=O)C2C(=O)CC(C)(C)CC2=O)cc(OC)c1OC	-5	6	0	6	1	-9	-3	-2	-6	17	5
CC(C)N(C1=N/C(=C\c2ccco2)C(=O)N1c1ccccc1)C(C)C	6	4	3	-13	-32	14	-41	-28	1	-5	-13
COc1c(N2CCN(C(=S)Nc3ccccc3F)C(C)C2)c(F)cc2c(=O)c(C(=O)O)cn(C3CC3)c12 (stereo unspecified)	22	17	7	-1	8	12	38	7	-9	-6	8
CC(C)(C)c1ccc(-c2n[nH]c(=S)n2/N=C/c2ccncc2)cc1	43	-5	-8	-12	2	-4	-16	-27	5	31	-3
C[C@@H]1CN([C@@H](C)CO)C(=O)CCCn2cc(nn2)CO[C@H]1CN(C)S(=O)(=O)c1cccs1	5	-6	2	-1	0	7	10	-6	9	12	12
CCOC(=O)C1(Cc2cccc(OC)c2)CCN(Cc2cccc(OC)c2OC)CC1	-3	0	12	3	23	-12	53	14	15	17	10
CC(C)NC(=O)NC(=O)COC(=O)c1c2c(nc3ccccc13)CCC2	18	1	8	5	15	11	66	32	26	45	27
O=C(NCC1CCCO1)c1onc(CSc2cccc3ccccc23)c1C(=O)O (stereo unspecified)	8	-11	-4	2	-19	-5	-6	1	-4	-8	-5
O=[N+]([O-])c1cc(F)cc(F)c1Nc1ccc(F)cc1	-15	21	-6	-3	-7	15	12	9	-2	-17	-6
Cc1c(C(=O)N2CCOCC2)sc(NC(=O)Cc2ccccc2)c1C#N	-1	11	1	-12	11	14	5	-1	-10	2	-1
CCOC(=O)c1cnc(-n2nc(C)cc2C)nc1N(CC)CC	8	-22	15	-4	13	-4	17	-1	-10	7	20
COc1cc(/C=N/NC(=O)CCC(=O)Nc2ccc(C)cc2)ccc1O	-1	-1	-17	0	3	-1	0	-4	-5	5	1
OCc1cc(-c2ccccn2)no1	-3	-9	-2	-22	-23	-19	-10	8	-6	8	7
O=C(NCCS(=O)(=O)N1CCN(c2ccccc2F)CC1)c1ccc(Br)cc1	-5	-4	2	-19	-28	0	18	-13	-7	-19	0
COc1ccc(-c2oc3ccccc3c2C(=O)OCc2ccc([N+](=O)[O-])cc2)cc1	16	-18	15	-39	-20	13	-14	-19	16	-27	-3
CC1(C)OC(C(O)(c2ccccc2)c2ccccc2)[C@@H](C(O)(c2ccccc2)c2ccccc2)O1 (stereo partly specified)	32	6	-8	-26	12	-10	28	-1	39	11	4
Cc1ccc(S(=O)(=O)Nc2cccc(C(=O)NCc3cccnc3)c2)cc1F	17	-21	-33	8	14	-17	7	26	26	28	5
Nc1nc2nc(-c3ccccc3)cc(C(F)(F)F)c2s1	-12	-2	0	-14	1	-1	-6	-7	6	-6	-1
CC(C)NC(=O)c1onc(CSc2ccccc2F)c1C(=O)O	-14	-11	6	1	0	16	-11	4	-32	1	-11
CC(=O)Nc1cc2c3c(c1)CCN3C(=O)CC2	-12	8	-4	-1	7	10	-7	-16	-5	-6	10
CCNC(=O)C1CCCN(C(=O)c2ccc(OC)c(OC)c2)CC1 (stereo unspecified)	0	-5	x	-2	-4	-15	-21	7	7	18	9
CCCc1nc(SCC(=O)NCC2CCCO2)c2c(=O)n(C)c(=O)n(C)c2n1 (stereo unspecified)	9	-6	5	-9	-7	-12	-4	-18	5	-8	-33
Clc1cccc(Nc2nc(-c3ccncc3)cs2)c1	31	-13	-42	-133	-44	-65	-15	18	15	34	-29
CC1CCCCN1C(=O)C12CCC(C)(C(=O)C1)C2(C)C (stereo unspecified)	2	7	4	-5	8	15	-69	-3	2	1	1
O=C(NC1=NCCS1)C1CC(=O)N(c2ccc(Cl)cc2)C1 (stereo unspecified)	6	7	-1	-8	12	-13	-17	-4	-7	1	12
COc1ccc(CNC(=O)COC(=O)c2ccc(C(=O)c3ccccc3)cc2)cc1	-17	-6	-2	8	12	-20	-11	11	-10	-17	-2
C=CCNC(=O)C1CCN(S(=O)(=O)c2ccccc2)CC1	11	3	-5	5	-11	6	-6	-4	-7	-10	-1
N#Cc1ccc(N/N=C/c2cn(-c3ccccc3)nc2-c2ccccc2)c([N+](=O)[O-])c1	26	-15	-60	5	4	-8	8	-8	19	-31	-4
COC(=O)C(O)(CC(=O)Nc1ccc(Cl)cc1F)C(F)(F)F (stereo unspecified)	4	6	8	-10	17	4	-5	-15	6	1	0
COCCCNC(=O)CC[C@H]1O[C@@H](n2cnc3c(NC(=O)c4ccccc4)ncnc32)[C@H](O)[C@@H]1O	2	-10	x	0	15	-14	26	-7	-1	8	-4
CC(C)OCCCn1c(-c2ccco2)nc2nc3ccccc3nc21	6	-6	3	-25	-1	8	-8	3	2	0	-7
CC1(C(=O)NC2CCCCC2)CCC(=O)N1C1CCN(Cc2ccccc2)CC1 (stereo unspecified)	-12	-1	x	4	22	10	1	1	1	-24	-3
COC(=O)Cc1ccc(NC(=S)NCCSc2ccc(Cl)cc2)cc1	0	8	4	6	16	-7	-21	14	-1	3	-4
O=C(COC(=O)CC1SC(N2CCCC2)=NC1=O)Nc1c(F)c(F)c(F)c(F)c1F (stereo unspecified)	-13	6	1	-3	16	10	-9	1	20	-17	7
